# Source: PubChem BioAssay (National Center for Advancing Translational Sciences (NCATS))
# AmpC detergent: qHTS Inhibitors of AmpC Beta-Lactamase (assay with detergent); P00811; AmpC hydrolysis of nitrocefin, absorbance 480 nm, 0.01% Triton; Potency, µM (highest dose often 114 µM), without a hit: at the top dose activity change, negative = inhibition, actives largely listed as inhibitors; 0.041% of 370,000 active; AID 485294, 2010;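 note: potency is the fitted concentration of half-maximal effect; 0% = no-compound wells and -100% = no-enzyme wells; nearly all actives have a fitted effect of over 25% in size; some results filed as inactive show a strong effect at the top dose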
# Target sequence (P00811 whole entry, looked up): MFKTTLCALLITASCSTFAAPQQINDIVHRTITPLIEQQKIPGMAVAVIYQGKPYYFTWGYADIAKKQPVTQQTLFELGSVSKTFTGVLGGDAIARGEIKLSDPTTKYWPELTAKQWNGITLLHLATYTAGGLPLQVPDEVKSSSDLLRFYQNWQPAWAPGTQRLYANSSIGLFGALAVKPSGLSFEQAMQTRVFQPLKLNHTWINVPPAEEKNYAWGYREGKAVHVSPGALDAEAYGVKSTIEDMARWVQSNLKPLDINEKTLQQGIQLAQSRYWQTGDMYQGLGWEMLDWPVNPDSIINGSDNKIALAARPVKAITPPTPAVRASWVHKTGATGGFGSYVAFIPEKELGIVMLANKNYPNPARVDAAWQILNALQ
#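 20 mM phosphate pH 7.0 + 0.01% (detergent screen) or 0.0001% Triton X-100; 5.3 nM AmpC reagent; cpd preinc 15 min RT; nitrocefin (800 uM stock) to start; A480 q20 s × 4 min; Activity was normalised to no-enzyme and no-compound control wells.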
# AMA1 RON2 block: qHTS for Inhibitors of AMA1-RON; Towards Development of Antimalarial Drug Lead: Primary Screen. 0.2% of 360,000 active. AID 720542, 2013. Plasmodium falciparum AMA1 (3D7) - RON2 peptide interaction. AlphaScreen AMA1-biotinylated RON2 peptide binding. Potency, µM (titrated, usually from 58.2 µM), inactives show at the highest dose activity change, negative = inhibition, most hits filed as inhibitors;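 note: potency is the fitted concentration of half-maximal effect; 0% = vehicle wells and -100% = peptide control; nearly all actives have a fitted effect of over 45% in size; some results filed as inactive show a strong effect at the top dose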
#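 AMA1 (3D7) with his tag at 25 nM final met compounds first, then biotinylated RON2 peptide at 25 nM; detection used donor plus acceptor beads, 10 µg/mL apiece, read by AlphaScreen after 30 min at room temperature.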
# AmpC inh no detg: qHTS Inhibitors of AmpC Beta-Lactamase (assay without detergent) | P00811 | AmpC nitrocefin hydrolysis, absorbance 480 nm, 0.0001% Triton | Potency, µM (titrated, usually from 57.1 µM), without a hit: at the highest dose activity change, negative = inhibition, most hits filed as inhibitors | 0.52% of 330,000 active | AID 485341, 2010;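 note: potency is the fitted concentration of half-maximal effect; plate controls were no compound for no effect and no enzyme for full effect; nearly all actives have a fitted effect of over 20% in size; some results filed as inactive show a strong effect at the top dose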
#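 AmpC (5.3 nM in the dispensed reagent) in 20 mM phosphate pH 7.0 with 0.01% (detergent screen) or 0.0001% Triton X-100 was preincubated with compounds for 15 min at room temperature. Nitrocefin was then added from an 800 uM solution, and hydrolysis was followed at 480 nm.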
# HCMV inh: qHTS Assay for inhibitors of the human cytomegalovirus (HCMV). HFF cells, HCMV-luciferase reporter, 72 h; stronger effect = lower value. activity change, negative = inhibition, % at 57.5 µM. 4.5% of 410,000 active; in the data active = activity change below about -60%; inconclusive = no clear call, values can overlap the other calls; inactive = above about -39%
#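 Steps: HFFs plated, 16 h 37C; compounds added; HCMV-luciferase added to MOI 1 PFU/cell; 72 h 37C; OneGlo reagent, 5 min room temperature; luminescence read, normalized to controls.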
# FBPA Giardia inh: qHTS Assay for Inhibitors of Fructose-1,6-bisphosphate Aldolase from Giardia Lamblia. A8B2U2. purified Giardia FBPA. Potency, µM (series often up to 59.6 µM), for the others: at the top dose activity, negative = inhibition, hits mostly inhibitors. 0.71% of 290,000 active. AID 2451, 2010; note: potency is the fitted concentration of half-maximal effect; nearly all actives have a fitted effect of over 55% in size
# Target sequence (A8B2U2 whole entry, looked up): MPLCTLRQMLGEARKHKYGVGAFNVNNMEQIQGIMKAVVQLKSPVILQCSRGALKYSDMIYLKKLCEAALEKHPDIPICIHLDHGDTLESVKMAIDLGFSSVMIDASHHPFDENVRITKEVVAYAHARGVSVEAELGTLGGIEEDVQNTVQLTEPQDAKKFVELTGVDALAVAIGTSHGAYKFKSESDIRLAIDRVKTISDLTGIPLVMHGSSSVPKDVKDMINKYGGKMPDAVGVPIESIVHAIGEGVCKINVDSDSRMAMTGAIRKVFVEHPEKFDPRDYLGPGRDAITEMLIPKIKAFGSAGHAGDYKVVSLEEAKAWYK
#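 Giardia FBPA (40 nM reagent) was preincubated 10 min at RT with compound (up to 57.5 uM final), then substrate plus GAPDH/TPI/NAD/arsenate coupling system with diaphorase/resazurin was added; resorufin fluorescence (525/598 nm) was read after 20 min.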
# Sm TGR block: qHTS Assay for the Inhibitors of Schistosoma Mansoni Peroxiredoxins; 3% of 360,000 active; purified TGR, DTNB reduction, TNB absorbance 405 nm; AID 485364, 2010; Potency, µM (doses to about 114 µM), without a hit: at the highest dose activity change, negative = inhibition, usual class: inhibitors; note: potency is the fitted concentration of half-maximal effect; nearly all actives have a fitted effect of over 60% in size
#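 Kinetic colorimetric format: TGR-catalysed, NADPH-driven DTNB reduction monitored via TNB absorbance. Enzyme dispensed at 20 nM; compound exposure 15 min at room temperature before reaction start.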
# * = called active by the depositor; ? = inconclusive; nt = not tested or not shown; & = joins results of further samples; [ ] = dose if it differs, or a comment. Unless noted, calls come from the whole dose curve; as a rule, active = well fitted curve in the direction sought with a large enough effect; inconclusive = small, poorly fitted or top-dose-only effect, or another doubt; inactive = no such curve, though single readings can be large; an effect the other way counts as inactive or inconclusive. Unless noted, % is set by controls: 0 for no effect and ±100 for the full control effect.
SMILES,AmpC detergent,AMA1 RON2 block,AmpC inh no detg,HCMV inh,FBPA Giardia inh,Sm TGR block
O=C(N/N=C/c1cccnc1)c1cccc(Br)c1,-10%,30%,-18%,11,-2%,-2%
COCCN(C(=O)Nc1ccccc1OC)c1nc2ccccc2s1,-6%,5%,-3%,-14,-5%,0%
COc1cccc(CNC(=O)c2cccc(-n3c(C)nc4cccnc43)c2)c1OC,15%,nt,nt,0,nt,5%
CC(=O)N(C1=C(N)C(=O)c2ccccc2C1=O)C(C)C,3%,-15%,-11%,4,?,7.1µM*
CCN(CC)S(=O)(=O)c1ccc(NC(=O)C2CCCN(C(=O)c3ccc(Cl)cc3)C2)cc1 (stereo not drawn),-8%,-6%,3%,-34,-5%,-9%
O=C(Nc1ccccc1)Nc1ccc(Oc2ncnc3cc(Cl)ccc23)nc1,4%,-14%,32%,nt,3%,8%
CCc1ccc(/C=C2\SC(=S)N(CCC(=O)Nc3cc(C)on3)C2=O)cc1,1%,-1%,-22%,?,13%,-1%
CC1(C)NC(=O)N(CC(O)COc2ccccc2[N+](=O)[O-])C1=O (stereo not drawn),0%,-7%,-20%,-24,3%,1%
Cc1nc(NCc2ccccc2)c(C(N)=O)c2c1COC(C)(C)C2,-12%,1%,7%,-4,-7%,?
O=[N+]([O-])c1ccc(-c2csc(NN=C3CCCC3)n2)cc1,-4%,-9%,-10%,?,-3%,-19%
COc1ccc(NC(=O)CN2CC=C(c3ccccc3)CC2)cc1S(=O)(=O)N1CCOCC1,-7%,-5%,124%[activator],15,-3%,-8%
Cc1ccc(C(=O)Nc2ccc3c(c2)OCO3)cc1NC(=O)c1ccco1,-14%,-9%,-11%[11.4 µM],3,-5%,1%
Cn1c(COc2ccc3ccccc3c2)nnc1SCC(N)=O,?,-9%,17%,1,1%,-1%
CCS(=O)(=O)C1=NSC2=NC(=O)/C(=C\c3cc(C)n(-c4cccc(OC)c4)c3C)C(=N)N21,-14%,-5%,-48%,-11,1%,-15%
CCOC(=O)N1CCN(C(=O)CSc2nc3c(c(=O)n2-c2ccccc2OC)SCC3)CC1,-3%,-4%,1%,-34,-6%,6%
CCOC(=O)C1CCN(C(=O)CN(Cc2ccccc2)S(C)(=O)=O)CC1,0%,-4%,-5%,-26,2%,9%
COc1ccccc1C(=O)N(Cc1nc(-c2ccc(Cl)cc2)no1)C(C)C,?,-7%,62%[activator],-18,0%,-1%
Cc1nn(-c2ccccc2)c(C)c1/C=N/NC(=O)CSc1nc2ccccc2c(=O)n1-c1ccc(Br)cc1,6%,13%,-19%,-8,7%,8%
Cn1c(NN)nc2sc3c(c2c1=O)CCC3,-3%,-10%,-32%,-15,-7%,1%
CC(Sc1nnc(C2CC2)n1N)C(=O)NC1CCCCC1C (stereo not drawn),11%,2%,-9%,5,nt,3%
O=C(COc1ccc(Cl)cc1)N1CCN(c2ccc([N+](=O)[O-])c(N3CCCCC3)c2)CC1,-2%,-27%,4%,-3,-9%,-4%
CN(C)c1nc2c(c(N)nn2-c2ccc(Cl)cc2)c(=O)o1,-1%,-1%,-19%,10,6%,2%
Cn1c(=O)c2c(nc(NCCNC(=O)c3ccco3)n2Cc2ccccc2F)n(C)c1=O,?,1%,-7%,2,1%,7%
CN1CCC2(CC1)Nc1nc(SCc3ccc(Cl)cc3)nn1C1=C2CN(C)CC1,-15%,-20%,21%,-27,-1%,0%
COCCn1c(SCC(=O)N2CCCC2=O)nc2sc(C)c(C)c2c1=O,-18%,-3%,-6%,-6,nt,0%

# Retrieved one by one from the list above (five):
SMILES,AmpC detergent,AMA1 RON2 block,AmpC inh no detg,HCMV inh,FBPA Giardia inh,Sm TGR block
COCCn1c(SCC(=O)N2CCCC2=O)nc2sc(C)c(C)c2c1=O,-18%,-3%,-6%,-6,nt,0%
CCOC(=O)C1CCN(C(=O)CN(Cc2ccccc2)S(C)(=O)=O)CC1,0%,-4%,-5%,-26,2%,9%
CC(Sc1nnc(C2CC2)n1N)C(=O)NC1CCCCC1C (stereo not drawn),11%,2%,-9%,5,nt,3%
COc1ccc(NC(=O)CN2CC=C(c3ccccc3)CC2)cc1S(=O)(=O)N1CCOCC1,-7%,-5%,124%[activator],15,-3%,-8%
CN(C)c1nc2c(c(N)nn2-c2ccc(Cl)cc2)c(=O)o1,-1%,-1%,-19%,10,6%,2%

# Copied from the list:
# CN(C)c1nc2c(c(N)nn2-c2ccc(Cl)cc2)c(=O)o1 @ HCMV inh = 10
# COCCn1c(SCC(=O)N2CCCC2=O)nc2sc(C)c(C)c2c1=O @ AmpC detergent = -18%
# Cc1nc(NCc2ccccc2)c(C(N)=O)c2c1COC(C)(C)C2 @ AmpC inh no detg = 7%

# Next section:
SMILES,AmpC detergent,AMA1 RON2 block,AmpC inh no detg,HCMV inh,FBPA Giardia inh,Sm TGR block
CCOc1cccc(C2c3[nH]c4ccccc4c3CCN2C(=O)CCc2ccccc2)c1 (stereo not drawn),27%,nt,nt,-9,nt,5%
C[C@]12C[C@@H](O)[C@H](O)CC1=CCC1C2CC[C@]2(C)C(=O)CCC12 (stereo partly drawn),nt,10%,-11%,-5,nt,nt
CCSC1=NC2(CCN(C(=O)NC3CCCCC3)CC2)N=C1c1ccc(C)cc1,-11%,nt,nt,12,nt,6%
Cc1cccc(C(=O)Nc2ccccc2C(=O)Nc2ccc(C(=O)O)cc2)c1,-12%,-5%,-25%,-19,-1%,9%
CCN1CCN(C(=S)Nc2ccc(C(C)=O)cc2)CC1,-8%,5%,1%[2.29 µM],?,-1%,2%
Clc1ccc(C2[C@H]3CN(CC4CCCCC4)[C@H](c4ccccc4)C34CC2(c2ccccc2)C4)cn1 (stereo partly drawn),-1%,-23%,-4%,-6,-1%&6%,-15%
O=C(CCC(=O)N1Cc2ccccc2Oc2ncccc21)NCc1cccc(Cl)c1,23%,nt,nt,-5,nt,1%
Cn1c(SCC(=O)NC2CCCCC2)nnc1-c1ccccc1F,-10%,-16%,5%,?,0%,-3%
COc1cc(OC)c(OC)cc1CNC1CCCCCC1,-14%,-6%,-21%,45,-10%,0%
CC(Oc1ccc2ccc(=O)oc2c1)C(=O)NCC1CCC(C(=O)O)CC1 (stereo not drawn),6%,6%,0%,10,8%,-4%
Cc1ccc([N+](=O)[O-])cc1NC(=O)CCCOc1ccccc1,0%,-1%,-16%,-9,2%,7%
COCCCNC(=O)c1ccc2c(c1)ncn2-c1ccccc1OC,1%,5%,0%,-15,-6%,-2%
CN(C)S(=O)(=O)c1ccc2c(c1)nc1n2CCC1,0%,3%,-11%,-6,0%,3%
COc1cc(C(=O)OCC(=O)Nc2ccc3c(c2)OC(F)(F)O3)ccc1OCc1c(C)noc1C,-2%,-2%,40%,10,2%,-19%
CSc1cccc(NC(=O)c2[nH]c(C)c(C(C)=O)c2C)c1,6%,6%,-53%,94,-13%,0%
Cc1cc(C(=O)O)ccc1-c1ccc(/C=C2\NC(=O)N(Cc3ccc(F)cc3)C2=O)o1,-6%,4%,-24%,-21,-1%,-27%
Clc1ccc(CSc2nncn2-c2ccccn2)cc1,-6%,?,-35%,-32,0%,4%
Cc1ccc(C)c(NC(=O)N2CCN(c3nnc(C)c4c(C)n(-c5ccccc5)nc34)CC2)c1,18%,nt,nt,?,nt,2%
COc1ccc(F)cc1S(=O)(=O)N1CCC(C(N)=O)CC1,?,10%,-18%,-15,3%,-1%
CC(=O)c1ccc(S(=O)(=O)N2CCNC(=O)C2)cc1,nt,-20%,-11%,2,nt,nt
CC(C)C(=O)N1CCC2(CC1)Oc1ccc(F)cc1C(=O)C21CC(c2ccc(Cl)cc2)=NO1 (stereo not drawn),4%,-8%,134%[activator],11,-1%,-9%
O=C(NCc1cccc(F)c1)c1cccc2c1C(=O)c1ccc(Cl)cc1S2(=O)=O,nt,14%,-18%,-2,nt,nt
COc1ccc(CNC(=O)c2csc(Cc3ccccc3)n2)cc1,1%,9%,?,65,-1%,8%
Cc1ccccc1S(=O)(=O)Cc1ccc(C(=O)NCc2ccccc2)o1,-8%,11%,1%,-14,2%,-25%
O=C(Nc1cccc(F)c1)c1cc(S(=O)(=O)N2CCC(C(=O)O)CC2)ccc1F,-13%,0%,-28%,-20,24%,12%
# Further entries
SMILES,AmpC detergent,AMA1 RON2 block,AmpC inh no detg,HCMV inh,FBPA Giardia inh,Sm TGR block
COc1cc(/C=N/NC(=O)c2cc3ccccc3[nH]2)ccc1O,5%,17%,-35%,?,-3%,2%
CCc1cc2c(COC(=O)c3cccc(NS(C)(=O)=O)c3)cc(=O)oc2cc1O,-12%,-2%,-54%,55,1%,9%
CCC1=NC(c2ccc(Br)cc2)N(O)C1(C)C (stereo not drawn),-5%,5%,-11%,-19,2%,7%
COc1cccc2c(Cl)c(CC=C(Cl)Cl)c(C)nc12,-2%,0%,4%,-28,6%,-4%
CCOc1ccc(NC(=O)CSC2=C(C#N)C(c3ccc4c(c3)OCO4)CC(=O)N2)cc1 (stereo not drawn),2%,-4%,-49%,?,?,9%
Cc1cc(C)cc(NC(=O)C(=S)NCc2ccccc2)c1,-4%,49%[activator],-45%,-33,-4%,5%
Cc1ccc(Cn2ccc(NC(=O)c3cc(C4CC4)on3)n2)cc1,2%,2%,-34%,-39,9%,2%
COc1ccc(-c2sc(NC(=O)c3ccc(C)cc3)nc2-c2ccc([N+](=O)[O-])cc2)cc1,0%,-5%,-22%,6,0%,-14%
CCCCC(=O)NC(NC(=S)N1CCOCC1)C(Cl)(Cl)Cl (stereo not drawn),-2%,-19%,-23%,11,1%,5%
COC(=O)c1ccc(N2C(=O)Nc3ccccc3N2O)cc1,-1%,1%,-2%,-33,5%,nt
COc1ccc(-c2nnc(SCC(=O)NC3CCCCC3)nc2-c2ccc(OC)cc2)cc1,8%,nt,nt,41,nt,-23%
Cc1ccccc1NC(=S)N1CCCC1,-4%,6%,-1%,-21,-9%,5%
CC(=O)Nc1nnc(SCC(=O)NCc2ccc3c(c2)OCO3)s1,-6%,7%,-24%,-6,nt,0%
O=C(Nc1ccccc1O)c1ccc(C(=O)c2ccccc2)o1,?,3%,-32%,81,0%,-25%
O=C(CN1CCC(n2nnc3cc(F)ccc32)CC1)NC1CC1,0%,8%,-13%,44,0%,0%
Clc1ccc(Oc2nnnn2-c2ccccc2)cc1,?,9%,-27%,-13,3%,7%
Cc1c(NC(=S)NC(=O)c2cc3ccccc3o2)c(=O)n(-c2ccccc2)n1C,-1%,6%[11.6 µM],-36%,-13,-23%,-12%
Cc1cc(C(C)(C)C)cc(S(=O)(=O)Nc2cccc(C(=O)O)c2)c1C,?,4%,-22%,-9,25%,-8%
CCCCC/C=C\C/C=C\C/C=C\C/C=C\CCCC(=O)Nc1ccc(O)cc1,-1%,nt,-28%,nt,-11%&-15%,?
CCC(C)Nc1nc2c(c(=O)[nH]c(=O)n2C)n1CCCc1ccccc1 (stereo not drawn),-3%,-4%,-7%,28,0%,6%
